Bioassay records (PubChem)
TRPV1 agonist: activates the human vanilloid receptor TRPV1. Q8NER1. TRPV1-expressing cells, Fluo-8 calcium influx, agonist mode. activation, % at 8.33 µM. 0.19% of 320,000 active; in the data active = activation above about 80%; inconclusive = between about 30% and that limit; note: 0% is about no effect
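Cells expressing TRPV1 were dye-loaded with Fluo-8 and read kinetically: 10 s baseline, 3 min after compound (agonist portion), then 2 min after EC20 capsaicin (allosteric enhancer portion). Calcium-bound dye fluorescence at 480/520 nm.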
CXXC DNA block: MLL CXXC-DNA interaction inhibition. Potency, µM (series often up to 115 µM), without a hit: at the highest dose activity change, negative = inhibition, hits mostly inhibitors. Q03164. 0.037% of 290,000 active. MLL-CXXC / FITC-HOXA9 DNA fluorescence polarization; active = well fitted inhibition curve with a large enough effect in the polarisation, with a control signal flat, not every such curve was filed as active; inconclusive = small, poorly fitted or top-dose-only effect, or effect the other way, or a change in a side signal; inactive = no such curve, though single readings can be large or run the other way; the % refers to the polarisation; note: potency is the fitted concentration of half-maximal effect
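Steps: dispense CXXC domain solution (7 uM) → pin compounds or unlabeled HOX-A9 DNA control → 5 min ambient → add FLSN-HOX-A9 solution (50 nM) → spin → 30 min ambient → fluorescence polarization. Tris pH 7.5/NaCl/DTT/BSA buffer.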
B2AR arrestin: beta2AR (human) beta-arrestin recruitment activity; P07550; AID 492947; Potency, µM (highest dose often 46.1 µM), for the others: at the top dose activation, usual class: activators; 0.02% of 330,000 active; beta-arrestin recruitment to beta2AR, cell-based reporter;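 note: potency is the fitted concentration of half-maximal effect; 0% = DMSO controls and full agonism = EC100 isoproterenol or metaproterenol; nearly all actives have a fitted effect of over 65% in size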
Target sequence (P07550 whole entry, looked up): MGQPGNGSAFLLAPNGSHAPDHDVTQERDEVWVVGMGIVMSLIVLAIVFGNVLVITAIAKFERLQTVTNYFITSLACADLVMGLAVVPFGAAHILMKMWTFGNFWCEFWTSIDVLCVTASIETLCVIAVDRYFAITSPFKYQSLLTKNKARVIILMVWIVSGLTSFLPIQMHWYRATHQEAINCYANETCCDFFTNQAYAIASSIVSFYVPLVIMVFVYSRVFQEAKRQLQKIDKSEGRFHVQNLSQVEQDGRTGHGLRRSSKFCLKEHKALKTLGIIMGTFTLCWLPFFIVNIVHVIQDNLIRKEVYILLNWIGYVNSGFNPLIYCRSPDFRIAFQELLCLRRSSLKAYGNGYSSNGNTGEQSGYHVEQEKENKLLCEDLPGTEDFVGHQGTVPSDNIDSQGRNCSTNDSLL
ELG1 repair inh: inhibitors of ELG1-dependent DNA repair in HEK293T cells; HEK293T ELG1-luciferase reporter, luminescence, 16 h; DNA damage induced by 5-fluorouridine; 2.3% of 330,000 active; Potency, µM (highest dose often 46.1 µM), for inactives: at the top dose activity change, negative = inhibition, usual class: inhibitors; note: potency is the fitted concentration of half-maximal effect; % is set by controls: 0 for no effect and ±100 for the full control effect; nearly all actives have a fitted effect of over 55% in size
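Step one: seed 2,000 cells per well. Step two: pin-transfer compound or DMSO alongside 5-fluorouridine. Step three: incubate 16 hr, 37 °C, 5% CO2. Step four: add ONE-Glo, wait 30 min, read luminescence.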
a7 integrin act: integrin-mediated muscular dystrophy alleviation activation; 0.064% of 350,000 active; alpha7betagal myoblasts, beta-gal FDG fluorescence, 48 h; Potency, µM (titrated, usually from 38.3 µM), inactives show at the highest dose activation, actives largely listed as activators; AID 624291;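 note: potency is the fitted concentration of half-maximal effect; 100% = response of the positive control SU9516; nearly all actives have a fitted effect of over 60% in size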
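alpha7betagal+/- myoblasts (passage 13, 250/well) treated 48 h at 37C with compounds at 1:260 dilution of DMSO stock. Lysed, then beta-galactosidase activity read as FDG fluorescence (ex 480/em 540) after 30 min, with pre-read for autofluorescence.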
PTAP TSG101 blk: blocks PTAP/TSG101 interaction to inhibit HIV-1 budding | Q99816 | Fluorescence polarization, FITC-PTAP peptide / Tsg101 binding | Potency, µM (top dose mostly 115 µM), for inactives: top-dose activity change, negative = inhibition, actives largely listed as inhibitors | 340,000 tested, under 10 active | AID 493005; active = well fitted inhibition curve with a large enough effect in the main read-out, with a control signal flat, not every such curve was filed as active; inconclusive = small, poorly fitted or top-dose-only effect, or effect the other way, or a change in a side signal; inactive = no such curve, though single readings can be large or run the other way; note: potency is the fitted concentration of half-maximal effect; % of control where 0% means no effect
Target sequence (Q99816 whole entry, looked up): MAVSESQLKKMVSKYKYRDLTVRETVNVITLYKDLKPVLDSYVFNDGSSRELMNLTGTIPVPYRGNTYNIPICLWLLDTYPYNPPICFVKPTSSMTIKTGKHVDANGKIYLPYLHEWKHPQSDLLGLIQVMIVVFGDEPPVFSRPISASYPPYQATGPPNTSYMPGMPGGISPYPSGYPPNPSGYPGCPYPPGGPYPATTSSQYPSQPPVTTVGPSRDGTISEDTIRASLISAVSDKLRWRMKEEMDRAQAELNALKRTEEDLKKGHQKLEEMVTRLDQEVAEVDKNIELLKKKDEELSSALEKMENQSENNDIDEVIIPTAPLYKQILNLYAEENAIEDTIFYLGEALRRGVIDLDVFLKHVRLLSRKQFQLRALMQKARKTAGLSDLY
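Fluorescence polarization binding of Tsg101 binding domain (10 uM final) to FITC-labeled PTAP peptide (50 nM final) in HEPES pH 7.5 buffer with NaCl, Tween 20, EDTA, TCEP. Compounds added before peptide; binding 20 min at RT.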
BRCA1 expr up: activators of BRCA1 expression | Potency, µM (titrated, usually from 46.1 µM), without a hit: at the highest dose activation, usual class: activators | 1.1% of 380,000 active | MCF7-BRCA1-FFLuc reporter, luminescence, 48 h; response scale: scaled: vehicle 0%, 10 µM genistein 100%; note: potency is the fitted concentration of half-maximal effect; nearly all actives have a fitted effect of over 80% in size; some results filed as inactive show a strong effect at the top dose
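MCF7 cells carrying a BRCA1-firefly luciferase reporter (2000 cells/well, phenol-red free MEM) were attached for 2 h at 37 °C, then given compounds for 48 h. Luminescence was read 15 min after luciferase reagent; activity normalized to genistein (10 microM) and DMSO.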
p53 reactivation: mutant p53 re-activation in reporter cells; H1299 p53-A138V BP100-luciferase reporter, luminescence, 24 h; Potency, µM (doses to about 92.2 µM), for inactives: top-dose activity change, positive = activation, hits mostly activators; 0.063% of 320,000 active; note: potency is the fitted concentration of half-maximal effect; % of control where 0% means no effect; nearly all actives have a fitted effect of over 45% in size
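p53-null H1299 cells stably carrying temperature-sensitive p53-A138V and a BP100-luciferase reporter were pinned with compounds (4-point, 1:5 series) and held 24 hrs at 37 deg C. Luminescence was read 10 min after detection reagent.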
A-T KAP1 phos: potential ataxia-telangiectasia treatments restoring KAP-1 phosphorylation; […] A-T fibroblasts, KAP-1 phosphorylation AlphaLISA; neocarzinostatin DNA damage 30 min before lysis; AID 485349; Potency, µM (top dose mostly 57.5 µM), without a hit: top-dose activation, hits mostly activators; 0.19% of 320,000 active; note: potency is the fitted concentration of half-maximal effect; % of control where 0% means no effect; nearly all actives have a fitted effect of over 45% in size
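ATM-like activity read as KAP-1 phosphorylation via AlphaLISA donor/acceptor antibody pairs after lysis and 6 hr at 25C. Cells were ATM-null patient fibroblasts ([…], hTERT), dosed 60 min, then exposed to the DSB inducer NCS for 30 min.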
TCR activator: activates T cell receptor signaling. AID 504894. Potency, µM (top dose mostly 9.22 µM), for the others: at the top dose activation of IL-2 secretion, actives largely listed as activators. 330,000 tested, under 10 active. primary human leukocytes, anti-CD3, IL-2 HTRF, 48 h; note: % of control where 0% means no effect
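Human primary leukocytes + a-CD3 beads + cpd, 48 hr; IL-2 in supernatant by HTRF (ex 320nm / em 665nm). No co-stimulatory signal supplied.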
* marks the source's active call; other numbers are inactive results; ? = inconclusive; . = no result given; [ ] = dose if it differs, or a comment. Unless noted, calls come from the whole dose curve; as a rule, active = well fitted curve in the direction sought with a large enough effect; inconclusive = small, poorly fitted or top-dose-only effect, or another doubt; inactive = no such curve, though single readings can be large; an effect the other way counts as inactive or inconclusive.

SMILES	TRPV1 agonist	a7 integrin act	PTAP TSG101 blk	p53 reactivation	TCR activator	A-T KAP1 phos	BRCA1 expr up	CXXC DNA block	B2AR arrestin	ELG1 repair inh
O=C(NC1CCCC1)c1ccc(CS(=O)Cc2ccc(Cl)cc2)o1 (stereo not given)	1	-2%	0%	-1%	-4%	2%	3%	14%	-1.1%	4%
Cc1ccc(/C=N/NC(=O)NC23CC4CC(CC(C4)C2)C3)o1	?	?	1%	13%	-3%	11%	78%	-1%	-0.6%	?
O=C(NC12CC3CC(CC(C3)C1)C2)c1ccc(-c2cccc(Cl)c2)o1	18	-30%	1%	?	6%[46.1 µM]	8%	?	-1%	-0.3%	?
COc1ccc(-c2coc3cc(O)ccc3c2=O)cc1O	-5	2%	0%	16%	-1%	26%	13µM*	1%	-1.1%	?
O=C(COC(=O)CNC(=O)c1ccc(F)cc1)Nc1cccc(S(=O)(=O)N2CCCC2)c1	2	0%	-3%	1%	0%	0%	0%	19%	-0.1%	-5%
Cc1ccc2cc(CCNC(=O)CC(C)C)c(=O)[nH]c2c1	0	-16%	0%	5%	0%[46.1 µM]	1%	-9%	-1%	-1.4%	4%
CCn1c(CC(=O)Nc2ccc(F)cc2)nnc1SCC(=O)N1CCOCC1	-4	5%	0%	0%	-1%	19%	-10%	-1%	-0.5%	10%
CCC1CCc2sc(C(=O)N(C)CC(=O)Nc3ccc(N4CCOCC4)cc3)cc2C1 (stereo not given)	-1	2%	-3%	0%	-2%	15%	-29%	.	0.1%	?
Cc1nn(CC(=O)OC(C)C(=O)Nc2ccccc2[N+](=O)[O-])c(C)c1[N+](=O)[O-] (stereo not given)	3	1%	-4%	-1%	-8%[46.1 µM]	-3%	7%	-3%	-0.4%	26%
CCC1(CC)C(=O)NC(=S)N=C1N	.	0%	-11%	.	3%	.	2%	.	.	.
O=C(O)c1ccc(-c2nnn(Cc3ccccc3F)n2)cc1	0	-13%	-5%	-2%	2%	?	17%	2%	0.0%	8%
O=C(NCCCN1CCCC1=O)Nc1ccccc1F	-1	-19%	-3%	?	2%	1%	6%	?	2.0%	?
O=C(CCNS(=O)(=O)c1ccc(Br)cc1)NCc1cccs1	-1	4%	-6%	-6%	4%	16%	5%	2%	0.4%	-9%
CCOC(=O)C1=C(C)NC(=O)NC1c1c(OCC(=O)N2CCCCC2)ccc2ccccc12 (stereo not given)	-4	2%	1%	-9%	0%	0%	-2%	1%	0.1%	1%
Cc1ccc(SCC(=O)N2CC(C)OC(C)C2)cc1 (stereo not given)	8	3%	-5%	13%	2%	6%	28%	0%	0.2%	?
CNC(=O)c1ccccc1Sc1ccccc1C#N	-2	-8%	-5%	-2%	-4%	-2%	-20%	12%	0.0%	-4%
CC(C)N=C(Nc1ccc(Cl)cc1)c1cccnc1	7	11%	-4%	2%	2%	-1%	0%	-2%	-0.6%	2%
N/C(=N\OC(=O)/C=C/c1ccccc1)c1ccccc1	19	8%	-7%	?	7%	-6%	7.1µM*	8%	-1.0%	?
COc1ccc(/C=N/Nc2ccc([N+](=O)[O-])cc2)cc1Cn1cc([N+](=O)[O-])cn1	2	-4%	3%	6%	0%	-3%	-29%	2%	-0.1%	?
COc1ccc(Cc2nnc(SCC(=O)N(c3ccccc3)C(C)C)n(N)c2=O)cc1	29	-21%	0%	-1%	1%	-7%	4%	.	-0.1%	1%
CC(c1ccccc1)C1CC(=O)N(c2cc(Cl)ccn2)C1=O (stereo not given)	16	-6%	-1%	4%	-1%	1%	-6%	?	-0.5%	4%
O=c1n(Cc2ccccc2)c2cc(Cl)cnc2n1Cc1ccccc1	-1	-25%	-7%	-12%	-1%	3%	0%	-4%	0.2%	-4%
COc1ccc(-n2c(SCC(=O)Nc3nccs3)nc3sc4c(c3c2=O)CCN(C)C4)cc1	1	-9%	1%	6%	3%	4%	-22%	16%	-0.8%	1%
Fc1ccccc1/C=C1\CCCC2=C1NC(=S)NC2c1ccccc1F (stereo not given)	1	-3%	-3%	?	2%	-6%	-82%[inhibitor]	0%	0.2%	?
Cc1ccnc(NS(=O)(=O)c2ccc(NC(=O)Cc3ccc(F)cc3)cc2)n1	6	-20%	-2%	-2%	1%	3%	2%	-3%	0.5%	-3%
O=C(O)Cc1sc(-c2ccccc2Cl)nc1-c1ccccc1	-5	26%	-1%	-2%	4%	-7%	19%	6%	-0.8%	-20%
CCc1nnc(NC(=O)COc2ccc(N(C)S(=O)(=O)c3ccc(C)cc3)cc2)s1	-3	-3%	0%	-1%	-6%	-5%	4%	2%	-0.1%	?
CC(OC(=O)c1ncc(Cl)c(Cl)c1Cl)C(=O)NC1(C#N)CCCCC1 (stereo not given)	12	-10%	-10%	-2%	-6%	-6%	-4%	.	0.4%	-1%
O=C(CSc1nc2ccccc2o1)NC1CCS(=O)(=O)C1 (stereo not given)	.	-7%	1%	-7%	2%	1%	-10%	.	-0.5%	-1%
CCc1nn(C(CC)C(=O)NCCCc2ccccc2)c(=O)c2cc3occc3n12 (stereo not given)	0	-11%	0%	-11%	-8%	1%	0%	33%[activator]	-0.1%	-28%
Cc1cccc(NC(=O)Nc2ccc3c(c2)OCO3)n1	1	9%	-2%	24%	2%	-1%	89%	-10%	0.9%	?
O=C1NC(=O)C2(CCCCC2C2CCCCC2)N1 (stereo not given)	.	-27%	2%	.	-2%	.	-9%	.	.	.
COC(=O)c1ccc(Cn2cnc3cnccc32)cc1	-1	?	-4%	.	-4%	-8%	-1%	1%	-0.1%	-13%
CCOc1cc(CNc2ccc3c(c2)CCC3)ccc1OC	-2	.	.	7%	.	0%	.	14%	-0.7%	?
O=C(O)c1ccc2c(c1)C(=O)N(CCc1ccccc1)C2=O	-6	28%	-3%	.	4%	6%	-21%	7%	0.2%	0%
Cc1nn(C)cc1N1C(=O)c2cccc3c(N)ccc(c23)C1=O	.	18%	?	-4%	3%	26%	-1%	?	-0.5%	3%

Nothing new here: entries from further up.
SMILES	TRPV1 agonist	a7 integrin act	PTAP TSG101 blk	p53 reactivation	TCR activator	A-T KAP1 phos	BRCA1 expr up	CXXC DNA block	B2AR arrestin	ELG1 repair inh
O=C(O)c1ccc2c(c1)C(=O)N(CCc1ccccc1)C2=O	-6	28%	-3%	.	4%	6%	-21%	7%	0.2%	0%
Cc1nn(C)cc1N1C(=O)c2cccc3c(N)ccc(c23)C1=O	.	18%	?	-4%	3%	26%	-1%	?	-0.5%	3%

Going on with the list:
SMILES	TRPV1 agonist	a7 integrin act	PTAP TSG101 blk	p53 reactivation	TCR activator	A-T KAP1 phos	BRCA1 expr up	CXXC DNA block	B2AR arrestin	ELG1 repair inh
CSc1nc(-c2ccco2)nn1S(=O)(=O)c1ccc(C)cc1	9	10%	-9%	-3%	-1%[46.1 µM]	1%	0%	0%	-0.3%	17%
CC1CC(C)CN(C(=O)COC(=O)c2ccc[nH]c2=O)C1 (stereo not given)	0	0%	1%	1%	-1%	3%	18%	-3%	0.0%	6%
O=C(CSc1nc2cc(Cl)ccc2s1)N1CCN(C(=O)c2ccco2)CC1	27	-12%	-5%	-1%	4%	-2%	-24%	3%	-0.1%	?
CC1CCN(S(=O)(=O)c2ccc3c(c2)NC(=O)CS3)CC1	16	4%	-1%	-2%	-7%	-1%	-4%	5%	0.4%	0%
CCc1ccc(N2CC(C(=O)OCC(=O)Nc3ccc(C#N)cc3)CC2=O)cc1 (stereo not given)	2	-9%	-6%	-4%	-11%	-1%	-4%	.	-0.2%	8%

Random excerpt: 3 records from the list
SMILES	TRPV1 agonist	a7 integrin act	PTAP TSG101 blk	p53 reactivation	TCR activator	A-T KAP1 phos	BRCA1 expr up	CXXC DNA block	B2AR arrestin	ELG1 repair inh
CSc1nc(-c2ccco2)nn1S(=O)(=O)c1ccc(C)cc1	9	10%	-9%	-3%	-1%[46.1 µM]	1%	0%	0%	-0.3%	17%
O=C(CSc1nc2cc(Cl)ccc2s1)N1CCN(C(=O)c2ccco2)CC1	27	-12%	-5%	-1%	4%	-2%	-24%	3%	-0.1%	?
CC1CC(C)CN(C(=O)COC(=O)c2ccc[nH]c2=O)C1 (stereo not given)	0	0%	1%	1%	-1%	3%	18%	-3%	0.0%	6%
